# Assay outcomes as filed in PubChem BioAssay.
# mcGAS MS inh: inhibitors of mouse cGAS. hit rate 0.18% among 130,000. Q8C6L5. recombinant mouse cGAS, cGAMP by RapidFire MS. inhibition, % at 12.5 µM;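 active means inhibition of cGAS enzyme activity at or above 60%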;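 further: enzyme stimulated by 45 bp dsDNA with ATP and GTP substrates; cGAMP share of summed cGAMP plus half ATP and half GTP signals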
# Target sequence (Q8C6L5 whole entry, looked up): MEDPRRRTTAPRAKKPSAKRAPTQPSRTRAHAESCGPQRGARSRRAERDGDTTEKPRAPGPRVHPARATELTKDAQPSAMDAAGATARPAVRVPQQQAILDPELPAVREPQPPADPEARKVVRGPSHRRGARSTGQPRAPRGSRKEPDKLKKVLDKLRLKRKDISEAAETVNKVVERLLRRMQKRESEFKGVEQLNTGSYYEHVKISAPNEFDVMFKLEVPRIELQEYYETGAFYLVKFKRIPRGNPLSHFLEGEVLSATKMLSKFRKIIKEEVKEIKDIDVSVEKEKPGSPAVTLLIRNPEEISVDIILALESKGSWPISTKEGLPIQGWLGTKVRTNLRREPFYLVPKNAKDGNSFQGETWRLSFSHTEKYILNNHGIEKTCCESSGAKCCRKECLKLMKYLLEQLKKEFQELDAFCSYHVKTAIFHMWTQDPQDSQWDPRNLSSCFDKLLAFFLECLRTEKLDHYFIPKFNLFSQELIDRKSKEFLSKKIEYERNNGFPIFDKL
# Active calls of the source: *; & = joins results of further samples. The list is partial, so the mix of outcomes need not match the whole.
# Preview, 3 compounds:
SMILES,mcGAS MS inh
c1ccn(-c2ccc(-c3noc(-c4ccc5c(c4)OCO5)n3)cc2)c1,-11
O=C1Nc2ccc(Br)cc2/C1=c1/sc2n(c1=O)CCN=2,81*
Cc1cc(NC(=O)CCC(=O)N2CCSc3ccccc32)n(C)n1,2

# Main list, from the start:
SMILES,mcGAS MS inh
c1ccn(-c2ccc(-c3noc(-c4ccc5c(c4)OCO5)n3)cc2)c1,-11
O=C1Nc2ccc(Br)cc2/C1=c1/sc2n(c1=O)CCN=2,81*
Cc1cc(NC(=O)CCC(=O)N2CCSc3ccccc32)n(C)n1,2
CC(=O)OCC[C@H](C)CCC=C(C)C,-6
COC(=O)c1ccc(NC(=O)COC(=O)CC(C)n2cccc2)cc1 (stereo unspecified),0
CN1/C(=C(/CCC#N)N=C(C#N)C#N)C(C)(C)c2ccccc21,-7
Cc1nn(C)c(C)c1C(=O)Nc1ccc(C(C)(C)C)cc1,-12
O=C(NS(=O)(=O)c1ccc2c(c1)OCCCO2)c1ccc(F)cc1,-10
O=C(CC12CC3CC(CC(C3)C1)C2)Nc1nccs1,-3
COCC(=O)N1CCC(Oc2ccc(C(=O)NC(C)c3nc(C)sc3C)cc2)CC1 (stereo unspecified),-13
CCOC(=O)NNC(=O)c1sc(Cc2ccc(F)cc2)nc1C,-4
CC(=O)Nc1ccc(C2=NN(Cc3nnc(-c4ccccc4)o3)C(=O)SC2)cc1,-2
CN(CCCNC(=O)C1CSC2(C)CCC(=O)N12)c1ccccc1 (stereo unspecified),-8
Cc1cc(C(C)(O)CNC(=O)Nc2nnc(C3CC3)s2)c(C)o1 (stereo unspecified),-42
CC1(CCc2ccccc2)NC(=O)N(NC(=O)c2ccc3c(c2)CCC3)C1=O (stereo unspecified),-3
Cc1ccccc1-c1nnn(Cc2cc(=O)n3c(C)cccc3n2)n1,-9
CN(CCCNS(=O)(=O)c1ccc(C#N)cc1)C(=O)OC(C)(C)C,-1
CC1CCCCC12NC(=O)N(CN(Cc1ccccc1)CC(F)(F)F)C2=O (stereo unspecified),-2
Cc1ccsc1-c1nc(CN2CCC3(CC2)CN(C)C(=O)O3)c(C)o1,-10
Cc1nc(NC(=O)COc2ccccc2)sc1C,0
COc1ncccc1-c1ccc(CN2CCN(C)CC2)cn1,-4
c1ccn(-c2cnn(CC3CCOC3)c2)c1 (stereo unspecified),-7
CCc1nonc1NC(=O)c1ccc(OC)c(Cl)c1,15
O=C1/C(=C\c2ccc(F)c(F)c2)CS(=O)(=O)c2ccc(Cl)cc21,6

# 2 entries drawn at random from those above, as already listed:
SMILES,mcGAS MS inh
CC1CCCCC12NC(=O)N(CN(Cc1ccccc1)CC(F)(F)F)C2=O (stereo unspecified),-2
O=C1Nc2ccc(Br)cc2/C1=c1/sc2n(c1=O)CCN=2,81*

# Continued.
SMILES,mcGAS MS inh
Oc1oc(-c2cccc3ccccc23)nc1C=Nc1ccc(Cl)cc1,-1
CSc1ccccc1NC(=O)CC1CSc2nc(C(C)C)cc(=O)n21 (stereo unspecified),-5
Cc1cc(CN(Cc2ccccc2)C(CO)C(C)C)no1 (stereo unspecified),-14
Cc1ccc(-c2noc(CCCN3CCN(S(=O)(=O)c4cccc(Cl)c4)CC3)n2)cc1F,-3
C[n+]1ccccc1CCC#N,-15
O=c1[nH][nH]c2c1SCc1ccccc1-2,-3
CCOC(=O)c1c(C)c(=O)oc2c1c(=O)[nH]n2-c1ccccc1,-9
COc1ccc(Br)cc1-c1nnc2n(C(C)C)c3c(=O)[nH]c(=O)n(C)c3n12,-7
O=C(NNC(=O)C1C2C=CC(C2)C1C(=O)O)c1ccc(OC2CCCC2)cc1 (stereo unspecified),-2
C=CCNC(=O)Cn1nc2n(c(=O)c1=O)CCN2c1ccc(F)cc1,2
O=S(=O)(NNc1ccc(Cl)cc1)c1ccc(F)c(F)c1,-5
Cc1nn(C)c(C)c1CN(C(=O)CCc1nc(-c2ccco2)no1)C(C)C,-6

# Of the compounds above, these contain a tert-butyl group.
SMILES,mcGAS MS inh
Cc1nn(C)c(C)c1C(=O)Nc1ccc(C(C)(C)C)cc1,-12
CN(CCCNS(=O)(=O)c1ccc(C#N)cc1)C(=O)OC(C)(C)C,-1

# Arranged by the number under mcGAS MS inh (descending): seven from the list above
SMILES,mcGAS MS inh
COc1ncccc1-c1ccc(CN2CCN(C)CC2)cn1,-4
CSc1ccccc1NC(=O)CC1CSc2nc(C(C)C)cc(=O)n21 (stereo unspecified),-5
Cc1nn(C)c(C)c1CN(C(=O)CCc1nc(-c2ccco2)no1)C(C)C,-6
CN(CCCNC(=O)C1CSC2(C)CCC(=O)N12)c1ccccc1 (stereo unspecified),-8
CCOC(=O)c1c(C)c(=O)oc2c1c(=O)[nH]n2-c1ccccc1,-9
O=C(NS(=O)(=O)c1ccc2c(c1)OCCCO2)c1ccc(F)cc1,-10
COCC(=O)N1CCC(Oc2ccc(C(=O)NC(C)c3nc(C)sc3C)cc2)CC1 (stereo unspecified),-13

# (list continues)
SMILES,mcGAS MS inh
CC1C(=O)N(c2cccc(Br)c2)CCN1C(=O)Nc1cccc(Cl)c1 (stereo unspecified),1
COc1ccccc1CNCc1cnn(Cc2ccccc2Cl)c1,-4
O=C(Cc1n[nH]c(=O)c2ccccc12)OCc1cc(=O)n2ccsc2n1,-5
CCn1ccccc1=N,-7
CC(c1ccc2c(c1)OCCCO2)n1cc2ncccc2c1O (stereo unspecified),-17
Cc1ccnc2nc(C(=O)N3CCCC3CN3CCCC3)nn12 (stereo unspecified),-7
Cc1nn(C)cc1S(=O)(=O)NCCN(C)C,-8
CCc1cc(NC(C)c2cccc(N3CCOC3=O)c2)ncn1 (stereo unspecified),-7
CC(C)CC1(C(=O)O)CCCC1,-6
O=C(N[C@H]1CCCCNC1=O)c1cc(COc2ccc3c(c2)CCCC3)on1,-6
CN(C1CCN(c2ccccn2)CC1)S(=O)(=O)c1cn(C)cn1,-2
COC(=O)c1cccn2cc(COC(=O)C(C)C)nc12,2
CCOc1ccccc1CN1CCNC(=O)C1CC(=O)NCc1cc(C)n(C)n1 (stereo unspecified),-4&3
CCC1CN(C)c2ccccc2CN1CCC(=O)NC (stereo unspecified),-5
O=C(CC(c1ccccc1)c1ccc2c(c1)OCO2)NCCN1CCOC1=O (stereo unspecified),-5
CN(CCc1noc(C2CC2)n1)C(=O)c1ccc2cccc(F)c2n1,-4
Brc1cnn(-c2nc(N3CCOCC3)nc(N3CCOCC3)n2)c1,-26
CN(C)C1CCN(C(=O)c2cnn(-c3nccc(-c4cc5ccccc5o4)n3)c2C2CC2)C1 (stereo unspecified),-11
COc1ccc(NC(=O)CN2CCOCC2c2ccccc2)cc1 (stereo unspecified),-4
Cc1ccc2[nH]nc(C(=O)N3CCCC4(CCNC4)C3)c2c1 (stereo unspecified),-5
Cc1occc1CN(C)C(=O)Nc1ccc(=O)n(C)c1,-7
O=C1CCCc2ccc(NS(=O)(=O)c3cccs3)cc21,6
O=C1NC(=O)C(c2csc3ccccc23)N1 (stereo unspecified),-9
Cc1ccc(CC(C)NC(=O)NCCC(=O)NC2CCCC2)s1 (stereo unspecified),-8
CCN(CC)P1(=Nc2cccc(C(F)(F)F)c2)C(=C2N(C)c3ccccc3C2(C)C)C=NN1C (stereo unspecified),-17
Brc1ccccc1-c1nnc(CON=C2c3ccccc3-c3ccccc32)o1,-6
CCCNC(=O)CS(=O)Cc1cc(Br)ccc1OC (stereo unspecified),-5
COC(=O)c1ccc(N=Nc2c(C)[nH]n(-c3ccccc3)c2=O)cc1,-9
CC(NC(=O)Nc1cccc(I)c1)c1ccncc1 (stereo unspecified),0
O=C1NCC(=O)N2CCN(C(=O)CCc3ccsc3)CC12 (stereo unspecified),-14
CC1(C)CC1(C(=O)NCCn1[nH]c(=O)ccc1=O)c1cccs1 (stereo unspecified),-4
CC1CN(C(=O)c2ccc3c(c2)OCCO3)C(=Nc2ccc(Cl)cc2)S1 (stereo unspecified),-5
CN(Cc1nc2ccccc2[nH]1)C(=O)CC1C(=O)NCCN1Cc1ccc(F)cc1Cl (stereo unspecified),-16
Cc1[nH]c2c(F)cccc2c1CC(=O)NCc1cc(=O)[nH]cn1,-10
Cc1cc(C)nc(NNS(=O)(=O)c2ccc(C(F)(F)F)cc2)n1,-2
CCC1(C)Cc2ccccc2-c2nc(NCCO)n(-c3ccc(C)cc3)c(=O)c21 (stereo unspecified),-23
Fc1ccc(-c2cn3nc(CNc4ccc5c(c4)OCO5)n4c3c2CCCC4)cc1,-10
CC1CCC/C(=N\Nc2nc3c(c(=O)n(C)c(=O)n3C)n2Cc2ccccc2Cl)C1 (stereo unspecified),7
COc1ccc(NC(=O)C2CCCNC2)c(NC(=O)C(C)C)c1 (stereo unspecified),-9
Cc1c(C(=O)NCc2ccc(F)cc2)sc(=O)n1Cc1ccc(F)c(Cl)c1,-6
O=C(Cn1ncccc1=O)Nc1cccnc1,5
O=C(CSc1nc2c(cnn2CCO)c(=O)[nH]1)Nc1cc(C(F)(F)F)ccc1Cl,-15
COc1ccc2cc(C(=O)NCC(=O)N(C)C)ccc2c1,-19
O=C(c1ccc(F)c(F)c1)N1CCN(S(=O)(=O)c2cccs2)CC1,1
Cc1ccc(NC(=O)C2CSCN2C(=O)c2ccoc2C)c(C)c1 (stereo unspecified),-6
Cc1ccc(-c2nc(C(=O)N3CCN(C(=O)NC4CCCCC4)CC3)cs2)c(C)c1,-4
COc1cn2c(cc1=O)C(=O)N(CCNC(=O)c1ccc3c(c1)OCO3)CC2,-6
Cn1nc(C(C)(C)C)cc1NC(=O)C1CCCN(C2=NS(=O)(=O)c3ccccc32)C1 (stereo unspecified),7
CC(NC(=O)/C=C/c1cccnc1)c1cccc(Br)c1 (stereo unspecified),-10
CN(C)c1nc(Oc2ccc(=O)[nH]n2)nc(N2CCOCC2)n1,8
Cc1sc(-c2ccccc2N)nc1-c1ccc(F)cc1F,7
CC(=O)[C@H]1CC[C@H]2[C@@H]3CCC4=CC(=O)CC[C@]4(C)[C@H]3CC[C@]12C,-2&11
Cc1ccc(CN(CCN(C)C)C(=O)c2cnc3ccccn23)s1,-19
CC1=NNc2nc3c(c(=O)n(CC=Cc4ccccc4)c(=O)n3C)n2C1C (stereo unspecified),-1
Cc1nnc(SC(C)c2nnc(C(F)(F)F)o2)s1 (stereo unspecified),-5
Clc1cccc(CNc2ccc3nccnc3n2)c1,0
COC1(CNC(=O)c2nnn(-c3ccccc3)c2C)CCOCC1,-4
CC/C=C\CCCN1CCC2(CC1)CNC(=O)C2,-28
Cc1ccc(NC(=O)CC(=O)N2CCC(C(O)CC(C)C)CC2)cc1Cl (stereo unspecified),-6
CC1(C(=O)Nc2cccc(NS(C)(=O)=O)c2)CCN1Cc1csc2ccccc12 (stereo unspecified),-5
# Going on with the list.
SMILES,mcGAS MS inh
Cn1c(SC2CCCCCC2=O)nnc1-c1ccc(C(C)(C)C)cc1 (stereo unspecified),-4
N#Cc1ccc(C2=CSC3=NS(=O)(=O)CCN23)cc1,-8
O=C(CC(c1ccccc1)c1ccccc1O)N1CCNCC1 (stereo unspecified),1
Cc1cc(C(C)(C)C)cc(C)c1CNc1ccccc1CS(C)(=O)=O,-12
FC(F)(F)c1ccc(/C=N\Nc2nc(N3CCOCC3)nc(N3CCOCC3)n2)cc1,-10
CC(c1cccc(NC(=O)c2ccccc2)c1)N(C)C(=O)C1Cc2ccccc2O1 (stereo unspecified),6
COCCOc1cccc(NCc2ccccc2C)c1,-4
CC(C)CCNc1ncnc2c1sc1nc(N3CCOCC3)c3c(c12)CC(C)(C)OC3,-24
FC(F)Oc1ccc(N=Cc2ccsc2)cc1,-8
Cc1ccc(CN2CCN(c3cc(C4CCNCC4)nc(C)n3)CC2=O)cc1,7
O=C(Cn1ncc2ccccc2c1=O)NCC1(c2ccccc2)CCC1,-10
Cc1cccc(Cn2cc(C(=O)O)c(S(=O)(=O)N3CCOCC3)n2)c1,-5
O=C(NN=C1CCCC1)NC1CCCCC1,-22
Cc1nc2ccccn2c(=O)c1NC(=O)c1cccc([N+](=O)[O-])c1,5
Cc1cc(F)ccc1S(=O)(=O)Nc1cc(-c2ccccc2)on1,-7
Cc1ccc(S(=O)(=O)N2CCOCC2)cc1NC(=O)CCc1ccc(Cl)s1,-3
O=C(Nc1ccc2c(c1)OCO2)NC1CC(=O)N(CCc2ccccc2)C1 (stereo unspecified),-10
O=C(c1cccs1)N1CCN(c2nc3nonc3nc2NCc2cccs2)CC1,0
Cc1ccc(-c2nc(CN(C)Cc3ccsc3)cs2)o1,1
CCN(CC1CCN(CCc2ccccc2C)CC1)C(=O)c1ccco1,4
CCNC(=O)C1(C)CCCN1Cc1ccccc1 (stereo unspecified),-4
CCc1noc(CN(C)C(=O)NC(CC(C)(C)C)c2ccccc2)n1 (stereo unspecified),-9
Fc1cccc(CN2CCCC3(CCN(CCCC(F)(F)F)C3)C2)c1F (stereo unspecified),-2
CN(Cc1ccc(C(F)(F)F)cc1)Cn1nc(-c2ccco2)oc1=S,-2
CC(=O)Nn1ccc2c(cnc3ncnn32)c1=O,-6
Cc1c(Cl)cccc1-n1ccc2nc(N3CCCCC3)ncc2c1=O,-26
O=S(=O)(c1cccc(NCc2noc(C3CC3)n2)c1)C1CCCC1,-30
Cc1nn(CC(C)C)c(Cl)c1CNCCC1CCCO1 (stereo unspecified),-4
CC(C)=CC(=O)NCc1ccnc(OCC2CC2)c1,-11
Cc1cccc(N2N=C(C(=O)N(CC(F)(F)F)C(C)C3CC3)CCC2=O)c1 (stereo unspecified),-10
O=C(O)[C@H]1C[C@H](C(=O)NCc2ccncc2)CN(CCC(F)(F)F)C1,-12
COc1ccc(CNC(=O)c2nc3ccc(Br)cc3c(=O)[nH]2)cc1O,-3
CC(C)(C)n1nc2c(c1NC(=O)C(c1ccccc1)c1ccccc1)CSC2,-5
CC(C)Cc1noc(C2CCCN(C(=O)c3cc(C(C)C)on3)C2)n1 (stereo unspecified),4
COc1ccc(C)cc1CS(=O)Cc1cccc(C(=O)N(C)C)c1 (stereo unspecified),-13
C=CCn1c(=NC(=O)c2cc(OC)cc(OC)c2)sc2cc(S(C)(=O)=O)ccc21,-7
CC(c1cccnc1)N(C)C(=O)c1ccc(Cn2ccnc2)o1 (stereo unspecified),-12
